Runt-CBFb FRET = inhibitors of human RUNX1 Runt domain binding to CBFb; 220,000 compounds, 0.46% hits; AID 1496; Q01196+Q13951; inhibition, % at 20 µM; Cerulean-Runt/Venus-CBFb FRET ratio 530/480, 1 h;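 active = inhibition over about 50% at 20 µM in the single-dose screen, limit read from the data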;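 note: 0% = DMSO wells and 100% = excess unlabeled CBFb competitor control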
Target sequence (Q01196 whole entry, looked up, the tested form may be a part): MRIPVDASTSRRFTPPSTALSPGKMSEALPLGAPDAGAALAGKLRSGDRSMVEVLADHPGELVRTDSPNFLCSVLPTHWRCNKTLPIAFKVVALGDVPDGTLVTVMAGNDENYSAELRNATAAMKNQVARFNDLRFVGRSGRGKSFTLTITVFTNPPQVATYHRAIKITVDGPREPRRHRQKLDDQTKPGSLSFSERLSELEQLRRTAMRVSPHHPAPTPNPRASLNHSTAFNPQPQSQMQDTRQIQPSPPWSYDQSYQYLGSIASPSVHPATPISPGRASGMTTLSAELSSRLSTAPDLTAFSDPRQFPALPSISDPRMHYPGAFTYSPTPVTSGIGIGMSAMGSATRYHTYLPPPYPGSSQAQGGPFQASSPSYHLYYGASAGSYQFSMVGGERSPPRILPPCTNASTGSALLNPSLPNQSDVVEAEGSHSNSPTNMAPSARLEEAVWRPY
Target sequence (Q13951 whole entry, looked up, the tested form may be a part): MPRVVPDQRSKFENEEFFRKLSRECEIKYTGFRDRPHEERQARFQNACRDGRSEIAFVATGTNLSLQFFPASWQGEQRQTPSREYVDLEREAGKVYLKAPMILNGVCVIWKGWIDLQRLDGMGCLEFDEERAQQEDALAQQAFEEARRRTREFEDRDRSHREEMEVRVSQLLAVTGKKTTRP
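test system = Cerulean-Runt domain fusion protein, energy donor | probe or stimulus = Venus-CBFb binding partner, 100 nM | incubation = two 1 h room-temperature incubations shielded from light | detection = fluorescence energy transfer, 422 nm excitation, 530/480 nm emission | measure = loss of energy transfer signal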
Tb hexokinase = T. brucei hexokinase 1 inhibition; recombinant TbHK1, G6PDH-coupled NADH A340; inhibition, % at 10 µM; 220,000 compounds, 0.11% hits; AID 1430;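 active = inhibition of 50% or more in the single-dose primary screen; inactive = inhibition below 50%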
Mdm2 ligase inh = Mdm2 E3 ligase (human) inhibition; Q00987; cell-based MDM2 ubiquitination luciferase reporter, 2 h; 0 = plate control, 100 = twice control, blank-subtracted; signal enhancement, % at 5 µM; 210,000 compounds, 0.11% hits;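 active = signal enhancement of 30% or more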;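 note: luminescence tracks abundance of the self-degrading MDM2-luciferase fusion protein; higher signal means inhibition of MDM2 E3 ligase activity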
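System: stable MDM2–luciferase fusion reporter cells / Input: 2000 cells seeded into each well / Schedule: 4 h settle plus 2 h compound, 37 °C / Compound: single-point 5 µM / Buffer or medium: cells held in DMEM / Benchmarks: control and blank well means / Evaluation: percent signal gain over controls, blank-subtracted / Measured by: luciferase luminescence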
Runt-SMMHC FRET = inhibitors of human RUNX1 Runt domain binding to CBFb-SMMHC; inhibition, % at 20 µM; 220,000 compounds, 0.74% hits; Cerulean-Runt/Venus-CBFb-SMMHC FRET ratio 530/480, 1 h; Q01196+Q13951;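 active = mean inhibition across duplicate retests at 20 µM reaching about 50%, limit read from the data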;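 note: 0% = DMSO wells and 100% = wells with excess untagged CBFb-SMMHC; inhibitors lower the FRET ratio by blocking Runt binding to CBFb-SMMHC; some results filed as inactive read as strong as hits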
Hck Nef HTS = human Hck-Nef kinase inhibition; P08631; Recombinant Hck-YEEI plus Nef, Z-Lyte FRET kinase assay; inhibition, % at 20 µM; 220,000 compounds, 0.68% hits;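 active = Hck-Nef kinase inhibition above about 50%, limit read from the data; inactive = inhibition below that limit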;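 note: 0% = DMSO with Hck plus Nef and 100% = Hck alone without Nef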
EBV gp42 block = inhibitors of Epstein-Barr virus glycoprotein 42. inhibition, % (tested at 21.74 µM). 220,000 compounds, 0.42% hits. Q1HVG2. Fluorescence polarization binding assay, mP read-out. AID 1085; in the data active = inhibition above about 50%
p47phox inh = inhibitors of human p47phox binding; P14598; 220,000 compounds, 0.53% hits; inhibition, % at 24.7 µM; p47phox/p22phox peptide binding, fluorescence polarization, 2 h; AID 1274;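 active = inhibition above about 30%, limit read from the data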;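 note: 0% = p47phox with labelled peptide and 100% = labelled peptide alone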
14-3-3 Bad inh = disrupts binding of bovine 14-3-3 zeta to phospho-Bad peptide; TR-FRET 14-3-3zeta/Dy647-pBad peptide displacement, 1 h; inhibition, % at 21.7 µM; P63103; 220,000 compounds, 0.71% hits;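 active = inhibition above about 70%, limit read from the data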;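 note: 0% = full 14-3-3 plus peptide FRET controls and 100% = background without 14-3-3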
Target sequence (P63103 whole entry, looked up): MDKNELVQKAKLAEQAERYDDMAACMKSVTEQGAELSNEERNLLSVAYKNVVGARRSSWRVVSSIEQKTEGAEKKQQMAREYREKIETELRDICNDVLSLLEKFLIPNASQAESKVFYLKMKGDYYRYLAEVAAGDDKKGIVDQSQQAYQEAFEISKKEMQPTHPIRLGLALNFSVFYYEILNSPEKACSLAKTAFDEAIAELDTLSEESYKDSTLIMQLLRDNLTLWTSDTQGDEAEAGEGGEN
L929 necroptosis = L929 zVAD cell death inhibition; L929 zVAD necroptosis rescue, ATP luminescence, 24 h; with zVAD 60 µM; viability rescue, % at 10 µM; 220,000 compounds, 0.38% hits;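 active = activation, scaled between plate controls, above about 75%, limit read from the data; inactive = activation under that limit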;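 note: 0% = zVAD with DMSO and 100% = DMSO alone without zVAD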
An asterisk follows results filed as active; . = no result given; [ ] = remark or other dose.

Structure	Runt-CBFb FRET	Tb hexokinase	Mdm2 ligase inh	Runt-SMMHC FRET	Hck Nef HTS	EBV gp42 block	p47phox inh	14-3-3 Bad inh	L929 necroptosis
CCN(CC(=O)Nc1cccc(OC)c1)c1ncnc2sc(C)c(C)c12	1	7	-14	0	4	-2	-8	-5	0.9
CNC(=O)CN(c1ccc(F)cc1)S(=O)(=O)c1cc(C)ccc1OC	1	-2	-8	1	1	-10	11	15	0.2
CCN(c1ccccc1)S(=O)(=O)c1cnc[nH]1	0	0	-14	1	3	2	-3	12	1.8
Cc1cc(NC(=O)c2cccc(S(=O)(=O)N3CCOCC3)c2)no1	2	-4	-6	-2	1	0	5	-4	0.6
Cc1nc(NC(=O)CSc2nnc(N)s2)c(Cl)cc1Cl	2	1	-9	-3	-6	1	-6	-8	0.7
Cc1ccc(C)c2c1cc(C)c1nnc(SCC(=O)Nc3nc4c(s3)CCCC4)n12	-4	-16	1	-8	5	3	-2	9	0.3
CC(C)N1C(=O)N(c2ccccc2)C(C)(O)CC1(C)C (configuration not stated)	-5	3	5	-2	5	5	-6	-2[fluorescence artefact?]	0.0
CC1(C(=O)O)CCC(C(=O)N2CCOCC2)C1(C)C (configuration not stated)	1	30	0	0	1	-23	-12	6	2.6
O=C(c1coc(=O)c(Br)c1)N1CCCc2ccccc21	-2	-26	-31	-9	7	.	.	.	-0.4
Cc1cccc(NC(=O)c2onc3c2CCCC3)c1C	0	-1	-6	-3	0	-4	4	-6	0.6
Cc1n[nH]c(=S)n1/N=C/c1ccccc1OCc1ccc(Cl)cc1	3	2	-18	11	2	-24	-8	-1	0.4
O=C1C=C(N2CCCCCC2)C2(CCCCC2)O1	1	-6	.	0	-9	-5	-1	-4	0.7
CS(=O)(=O)N(CC(=O)Nc1ccc(F)cc1F)c1cccc([N+](=O)[O-])c1	-3	1	-9	-3	2	-1	-8	-5	-0.1
CC(C)N(Cc1nc(-c2ccccc2)no1)C(=O)c1ccc2c(c1)OCO2	-1	-1	-22	4	-1	-16	-7	-1	-0.3
Cc1nn(C(C)C(=O)N2CCc3ccccc32)c(C)c1[N+](=O)[O-] (configuration not stated)	0	-1	0	0	0	-7	2	7[fluorescence artefact?]	-0.1
O=C(O)Cc1ccc2c(c1)N(S(=O)(=O)c1cccc(C(F)(F)F)c1)CC(C(=O)O)O2 (configuration not stated)	-1	0	16	2	1	1	-4	19[fluorescence artefact?]	-0.3
CSc1ccccc1NC(=O)CN(c1ccccc1Br)S(C)(=O)=O	-2	38	-6	-2	1	-1	-12	-24	0.1
COc1ccc(NC(=S)N/N=C/c2cccn2Cc2ccc(F)cc2Cl)cc1	6	-1	-10	2	23	-2	-10	-7	-0.8
CCC1Oc2ccc(C)cc2N(CC(=O)N(Cc2ccncc2)Cc2ccco2)C1=O (configuration not stated)	-5	0	.	0	12	-29	-12	10	-1.2
CCNS(=O)(=O)c1ccc(NS(=O)(=O)c2cc(C)ccc2C)cc1	1	-1	-15	-2	-23	0	-6	-1	-0.7
CCc1nc(SCC(=O)N2CCCC2)c2ccccc2n1	0	-6	-9	4	-1	-11	-6	10	0.1
Cc1noc(NS(=O)(=O)c2ccc(NC(=O)C(CC(C)C)N3C(=O)c4ccccc4C3=O)cc2)c1C (configuration not stated)	-2	-10	-11	-4	-2	-1	-1	-4	-0.1
O=C(OCc1cccs1)c1ccccc1NS(=O)(=O)c1ccc2c(c1)OCCO2	2	6	-22	-2	0	-22	-5	-7	2.0
O=C(NCCn1cc(SCc2ccccc2)c2ccccc21)c1ccccc1F	-1	10	.	0	-2	-9	-12	5[fluorescence artefact?]	0.1
CCc1c(C)nc2cc(-c3ccc(OC)c(OC)c3)nn2c1N1CCC(C)CC1	-6	-14	-1	-8	1	-9	-18	1	0.5

Following part:
Structure	Runt-CBFb FRET	Tb hexokinase	Mdm2 ligase inh	Runt-SMMHC FRET	Hck Nef HTS	EBV gp42 block	p47phox inh	14-3-3 Bad inh	L929 necroptosis
CC(C)CN(C)Cc1c(C(=O)N2CCc3ccccc3C2)nc2ccc(Cl)cn12	-4	3	-13	-4	0	0	1	6	-0.5
COC(=O)c1ccc(NC(=O)C23CCC(C)(C(=O)O2)C3(C)C)cc1 (configuration not stated)	0	-3	-27	2	-1	-6	-11	-1	-0.1
Cc1nc(C(F)(F)F)c(C(=O)NC(=O)Nc2ccc(OC(F)(F)F)cc2)s1	-2	4	-12	-1	0	-13	-10	-4	-0.1
Cc1cnn2c(C3CC3)ccnc12	1	-2	-10	-5	25	-7	0	-1	2.3
COc1ccc(N=c2oc3cc(O)ccc3cc2C(=O)NCC2CCCO2)c(OC)c1 (configuration not stated)	11	-6	2	41	22	21	-18	0	0.8
O=C(NCCCn1ccnc1)/C(=C\c1cccnc1)NC(=O)c1ccccc1Br	0	1	3	2	0	-18	1	0[fluorescence artefact?]	1.2
C=CCNC(=S)Nc1ccc(OC)c(S(=O)(=O)N2CCOCC2)c1	-1	-3	-9	4	16	-4	-5	-9	1.0
COc1ccc(OC)c(-c2nc(C)sc2CC(=O)O)c1	1	3	-19	2	14	-1	2	-7[fluorescence artefact?]	0.8
O=C(CSc1nncn1-c1cccnc1)N(c1ccccc1)c1ccccc1	3	6	-14	2	23	-6	-3	9	-0.2
O=C1CN(C(=O)c2ccc(Cl)nc2)c2ccccc2N1	-1	-2	-21	0	-21	-11	-4	-11	-1.4
COc1ccc(/C=C2/SC(=O)N(CCNC(=O)CC(NC(C)=O)c3ccccc3)C2=O)cc1 (configuration not stated)	0	-34	-4	3	-3	-7	-9	6	-0.8
CN(O)/C=N/C(=S)Nc1ccc(Cl)cc1Cl	0	-7	-1	0	-4	-8	-10	-18	0.7
Cc1cc(C)n(-c2nnc(C)n2/N=C/c2ccccc2O)n1	-16	-13	-20	-54	-4	-7	-14	-11	-0.1
Cc1nn(C)c(-c2n[nH]c(=S)n2-c2ccccc2)c1Cl	10	1	2	2	2	-11	-3	-1	-0.8
Cc1cc2cc(C)c3nnc(SCC(=O)Nc4ccc(S(=O)(=O)N5CCCCC5C)cc4)n3c2cc1C (configuration not stated)	0	-18	0	-7	7	-9	12	3[fluorescence artefact?]	0.2
CCCCn1c(-c2csc(CCC)c2)n[nH]c1=S	14	4	-8	13	5	0	-6	-9	0.6
CN1CCCC(OC(=O)c2ccc3c(c2)OCCO3)C1 (configuration not stated)	0	2	-15	-2	0	-8	-6	0	-0.1
CCC(O)C1CCN(Cc2cn(-c3ccc(OC)cc3)nc2-c2cccc(F)c2)CC1 (configuration not stated)	-1	-6	-18	1	-11	-7	1	-10	1.8
O=S(=O)(c1cccc(-c2csc(-c3cccnc3)n2)c1)N1CCOCC1	0	1	-7	-2	26	8	-17	-2	1.6
CCOC(=O)c1snc(-c2ccc(F)cc2)c1N	2	-1	-29	-1	-2	-13	-6	0	1.2
CCCOc1ccccc1N/C(=N/c1nc(C)cc(C)n1)NC(=O)Nc1ccc(Cl)cc1	0	-19	-6	-8	0	-19	-6	0	0.1
CN1CCN(S(=O)(=O)c2cccc(C(=O)NCc3ccccc3Cl)c2)CC1	2	0	-8	0	-18	-10	-6	-6	1.6
NS(=O)(=O)c1ccc(NC(=S)NC(=O)/C=C/c2cccs2)cc1	-1	-19	-15	-6	32	-5	-30	60	2.4
O=C(CCl)Nc1cc2[nH]c(=O)[nH]c2cc1Br	4	-5	1	6	5	13	3	-4	71
S=c1nccc(-c2ccc3c(c2)CCO3)[nH]1	41	-31	-9	16	1	6	-4	-5	0.4

Carrying on:
Structure	Runt-CBFb FRET	Tb hexokinase	Mdm2 ligase inh	Runt-SMMHC FRET	Hck Nef HTS	EBV gp42 block	p47phox inh	14-3-3 Bad inh	L929 necroptosis
COc1ccc(C2=CC3=C(Br)C(=O)C(C)(O)C(=O)C3=CO2)cc1 (configuration not stated)	-4	-7	-11	2	95*	-1	19	7	0.2
Cc1cc(-c2cccnc2)c(C#N)c(SCC#N)n1	1	-8	-7	-4	1	-22	5	10	-0.1
CCOC(=O)c1ccc(NC(=O)Cn2cc3c(n2)CCC(C)C3)cc1 (configuration not stated)	-3	-3	-35	-2	20	-5	-9	-4	1.1
COCc1cc(C)nc(OCC(=O)N/N=C/c2ccccc2)c1C#N	-2	-8	-7	3	24	-22	2	-4	4.3
O=C(Nc1nc2ccccc2n1Cc1ccc(Cl)cc1)c1ccco1	-2	-6	-4	4	-4	-13	-5	-10[fluorescence artefact?]	0.3
Cc1ccc(NC(=O)c2ccco2)cc1C	-3	0	-19	-2	5	2	-18	-3	0.3
CCN(CC)CCCNc1nc(C)cc(COC)c1C#N	0	-11	-12	-5	-1	-3	-7	-6	1.1
CCOC(=O)N1CCN(C(=O)C2CCN(S(=O)(=O)c3cc(C)ccc3OC)CC2)CC1	-2	10	-31	2	15	-2	-1	12	-0.4

Compound activity from PubChem BioAssay.
